Tb PYK inh: blocks Trypanosoma brucei pyruvate kinase | Q57TT1 | TbPYK enzyme, Kinase-Glo Plus ATP luminescence, 45 min | Potency, µM (highest dose often 76.8 µM), for inactives: at the highest dose activity, negative = inhibition, actives largely listed as inhibitors | actives 0.12% (n = 410,000); active = well fitted inhibition curve with a large enough effect; inconclusive = small, poorly fitted or top-dose-only effect; also: nearly all actives have a fitted effect of over 50% in size
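TbPYK + substrate in 50 mM TEA pH 7.2, 100 mM KCl, 10 mM MgCl2, 0.05% BSA, 0.01% Tween-20; cpd pinned; ADP 130 uM final; 45 min RT; Kinase-Glo Plus 10 min; luminescence endpoint.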
Starred values were filed as active, the others as inactive; ? = inconclusive; [ ] = remark or other dose. % is scaled to controls: 0 for no effect and ±100 for the full control effect; potency is read from the fitted curve at half-maximal effect. A portion of the library. The share of hits here may be higher or lower than overall.

SMILES	Tb PYK inh
CCN1CCC[C@@H]1CNC(=O)c1cc(S(=O)(=O)CC)ccc1OC	0%
COCCn1c(=O)c(-c2cccs2)nc2cnc(Oc3ccc(OC)cc3)nc21	-2%
CCOC(=O)C1=CCC(c2ccccc2C)N(S(=O)(=O)c2ccc(C)cc2)C1 (stereo unspecified)	4%
C[C@@H]1CCCCO[C@H](CN(C)Cc2ccc(C(=O)O)cc2)[C@@H](C)CN([C@H](C)CO)C(=O)c2cc(N(C)C)ccc2O1	-4%
COc1ccc(C2CCc3cc(OC)c(OC)cc3C2NC=O)cc1OC (stereo unspecified)	6%
COC(=O)c1ccccc1N=NNc1ccc([N+](=O)[O-])cc1	7%
O=C(Nc1ccn(CCCNC2CCN(Cc3ccccc3)CC2)c(=O)n1)OCc1ccccc1	-10%
CC(C)NC(=O)N1CC2(CCN(C(=O)c3ccncc3)CC2)C1	0%
COc1cc(NC(=O)c2ccc(-c3cn[nH]c3)c3ccoc23)cc(OC)c1OC	3%
COc1ccc(-c2coc3c(C(=O)NCC4CCOCC4)cccc23)c(C)c1	3%
Brc1ccc2nc(C3CCCCC3)c(Cc3ccsc3)n2c1	-1%
CCCc1ccc(C(O)c2ncc(-c3cccc(F)c3)[nH]2)cc1 (stereo unspecified)	2%
COc1ccccc1CNc1nc(NCc2ccc(NC(C)=O)cc2)c2sccc2n1	0%
COCCCN(Cc1cc(OC)c(OC)c(OC)c1)C(=S)Nc1cccc(Cl)c1	0%
C(=C\c1ccccc1)/CN1CCN(C(c2ccccc2)c2nnnn2Cc2ccccc2)CC1 (stereo unspecified)	0%
Cc1ccccc1-c1nc(NC(C)C)nc2ccsc12	-1%
Cc1cccc(S(=O)(=O)NC(=O)C2(C)CCN2C(=O)C/C=C/c2ccccc2)c1 (stereo unspecified)	4%
O=C(Oc1ccccc1)c1cc(O)c(O)c(O)c1	?
Cc1cc2nc(CN(C)C(=O)C3CCC(=O)N(C4CCCC4)C3)[nH]c2cc1C (stereo unspecified)	-13%
CC1=C(C(=O)N2CCOCC2)CC(CC(=O)NCCc2ccccn2)C(=O)N1CCCN1CCCC1=O (stereo unspecified)	-5%
CC(C)C[C@H]1COc2cccc(N3CCN(C)CC3)c2S(=O)(=O)N1	-1%
O=c1cc(CCc2ccccc2)[nH]c(=O)[nH]1	-19%
O=C(NCc1ccccc1Br)c1cccs1	1%
CC(=O)OC1(c2ccccc2)CCN(CCc2ccccc2)CC1	-9%[157 µM]
CC(=O)c1c(C)[nH]c(C(=O)OC(C)C(=O)NC2CCCCC2)c1C (stereo unspecified)	7%
CC(C)N1CCC(C)(C(=O)Nc2cc(-c3ccccc3)nn2C)C1 (stereo unspecified)	0%
O=C(Nc1ccn(CCCN2CCN(c3ncccn3)CC2)c(=O)n1)OCc1ccccc1	0%
Cn1ccc2c(-c3ccc(F)nc3)cc3c(c21)C1CCC3C1 (stereo unspecified)	2%
COC(=O)c1ccc2nc(-c3ccco3)c(Cc3cccc(Cl)c3)n2c1	?
O=c1[nH]c2ccccc2n1C1CCN(C(c2nnnn2Cc2ccccc2)C2CC2)CC1 (stereo unspecified)	-1%
O=C(c1ccco1)N1CCC2(CC1)CN(Cc1cc(C(F)(F)F)cc(C(F)(F)F)c1)C2	-5%
CC(=O)Nc1ccc(-c2ccnc3c2CC(C(=O)NCCC(F)(F)F)O3)cc1 (stereo unspecified)	4%
O=S(=O)(c1ccccc1)N1Cc2ccccc2-n2nncc2C1	5%
CC(C)[C@@H]1Cc2[nH][nH]c(=O)c2[C@H](CCc2ccccc2)O1	-4%
COCCNC(=O)C1CCCN(C(=O)c2cc(C)nn2C(C)(C)C)CC1 (stereo unspecified)	-4%
Cc1ccccc1S(=O)(=O)N(C)C[C@@H]1OCc2cnnn2CCCC(=O)N([C@H](C)CO)C[C@H]1C	-9%

Molecules above that have a thiophene ring, fused or not, in the order listed:
SMILES	Tb PYK inh
COCCn1c(=O)c(-c2cccs2)nc2cnc(Oc3ccc(OC)cc3)nc21	-2%
Brc1ccc2nc(C3CCCCC3)c(Cc3ccsc3)n2c1	-1%
COc1ccccc1CNc1nc(NCc2ccc(NC(C)=O)cc2)c2sccc2n1	0%
Cc1ccccc1-c1nc(NC(C)C)nc2ccsc12	-1%
O=C(NCc1ccccc1Br)c1cccs1	1%

More entries:
SMILES	Tb PYK inh
Cc1cc(C)cc(Cn2cc(CN3CC(N(C)C)CS3(=O)=O)nn2)c1 (stereo unspecified)	0%
Cc1ccc(S(=O)(=O)N2CC3(O)CN(C(=O)OC(C)C)N(C(=O)OC(C)C)CC3(OC(=O)NCc3ccccc3)C2)cc1 (stereo unspecified)	-8%
O=C1NC[C@H](CCCCN2C[C@H](Cc3ccc(O)cc3)N(CCC3CCCCC3)C(=O)C2=O)N(CCc2ccc(O)cc2)C1=O	-1%
COc1cccc(-c2ccccc2C2=CC(=O)CC(C)(C)C2=O)c1	-7%
CC1(C(=O)Nc2cccc3cccnc23)CCN1C(=O)CCC1CCCC1 (stereo unspecified)	-11%
C[C@@H]1O[C@H](C2CCCCC2)Cc2[nH][nH]c(=O)c21	0%
Cc1ccc(Nc2nc(C)cc(C)c2C#N)c(C)c1	-3%
O=C(c1ccco1)N1CCC2(CC1)CCN(c1ccccn1)CC2	6%
COc1ccccc1CNC(=O)c1cc(-c2cc(F)ccc2OC(C)C)n[nH]1	-3%
COc1ccc([C@H]2N[C@]3(CCCN(Cc4cccn4C)C3=O)[C@H]3C(=O)N(Cc4ccccc4)C(=O)[C@@H]23)cc1	-8%
COc1cccc(OC)c1C(=O)OCC(=O)NCC1CCCCC1	3%
COc1ccccc1-c1noc2c1C(=O)NCC2	-5%

Among those listed so far, 2 have bromine:
SMILES	Tb PYK inh
Brc1ccc2nc(C3CCCCC3)c(Cc3ccsc3)n2c1	-1%
O=C(NCc1ccccc1Br)c1cccs1	1%

(cont.)
SMILES	Tb PYK inh
COc1ccc(Cl)cc1-c1noc([C@@H]2O[C@H](CO)[C@@H](O)[C@H]2O)n1	-1%
Cc1ccc(S(=O)(=O)N2C[C@H]3N(C(=O)OC(C)C)N(C(=O)OC(C)C)C[C@H](OC(=O)NC4CCCC4)[C@@]3(O)C2)cc1	4%
CCCNC(=O)C1(C)CCCN(C(=O)C(c2ccccc2)c2ccccc2)C1 (stereo unspecified)	-1%
O=C(NCCCN1CCOCC1)c1[nH]c(C(F)(F)F)nc1-c1ccccc1	-2%
CC1=C(C(=O)N2CCOCC2)CC(CC(=O)NC2CC2)C(=O)N1Cc1ccc(C(C)(C)C)cc1 (stereo unspecified)	-1%
COc1ccc(C(=O)N2CCC3(CCN(CC(C)C)CC3)CC2)cc1	-5%
O=S1(=O)CC(N2CC=CC2)CN1Cc1cn(Cc2ccccc2)nn1 (stereo unspecified)	1%
O=C(Nc1ccccc1Cl)OCC#CCOC(=O)Nc1ccccc1Cl	-13%
Cc1ccc([C@H]2N[C@]3(CCCN(Cc4ccco4)C3=O)[C@H]3C(=O)N(Cc4ccccc4)C(=O)[C@@H]23)cc1	6%
COc1ccc(OC)c(NC(=O)C2(C)CCN2C(=O)Cc2ccccc2)c1 (stereo unspecified)	-10%
CC(C)CNC(=O)c1cccc2c(-c3cccc(C(N)=O)c3)coc12	-3%
CCCCN1C(=O)C(CC(=O)NCCCN(C)C)CC(C(=O)N(CC)CC)=C1C (stereo unspecified)	7%
COC(=O)c1ccc2nc(-c3ccc(OC)c(OC)c3)c(Cc3ccccc3)n2c1	6%
COc1ccc(CCN2CC(C(=O)NCCCc3ccncc3)CCC2=O)cc1 (stereo unspecified)	-4%
CCOC(=O)N(C)c1c(CC)nc2c(OCc3ccc(C(F)(F)F)cc3)cccn12	-5%
Cc1oc(-c2ccc(F)cc2F)nc1CN1CCN(C(=O)c2ccco2)CC1	6%
C[C@@H]1CN([C@H](C)CO)C(=O)CCCn2cc(nn2)CO[C@H]1CN(C)C(=O)c1ccncc1	3%
O=[N+]([O-])c1ccc(O)c(C=NN2CCCCC2)c1	0%
O=C(COn1nnc2ccc(S(=O)(=O)N3CCOCC3)cc21)NCc1cccc(Cl)c1	-13%
Cc1ccc(N(CC(=O)NC(C)C)C(=O)CCC(=O)Nc2ccccn2)c(C)c1	-3%
CCCS(=O)(=O)NC(=O)C1(C)CCN(C(=O)c2ccc(SC(F)(F)F)cc2)C1 (stereo unspecified)	0%
COc1ccc(NC(=O)C2(C)Cc3c(-c4ccc(N(C)C)cc4)ccnc3O2)cc1 (stereo unspecified)	0%
COc1ccc(C(C)=NNS(=O)(=O)c2ccc(C)cc2)cc1OC	1%
COc1cc2c(cc1OC)C(O)=CC(=O)C2=O	-13%
CCN(C)C1CN(Cc2cn(Cc3ccccc3)nn2)S(=O)(=O)C1 (stereo unspecified)	-2%
COCCn1c(=O)c(-c2cc(F)cc(F)c2)nc2cnc(Oc3cccc(Cl)c3)nc21	-2%
CN(C)c1ccc(CNC(=O)C2(C)Cc3c(-c4cccc(C(N)=O)c4)ccnc3O2)cc1 (stereo unspecified)	-11%
CC(=O)c1cccc(-c2cnc3c(NC=O)cc(-c4ccccc4Oc4ccccc4)cn23)c1	-2%
O=C(c1ccncc1)N1CCC2(CCCN(c3cccc(-c4ccccc4)c3)C2)CC1	-5%
CCCCCc1c(-c2ccccc2F)ncn1CCc1ccccc1OC	-6%
COc1ccc(C(=O)N2CCCC2(C)C(=O)NCC(C)C)cc1C(F)(F)F (stereo unspecified)	-5%
CCc1cc(OC)c(CC(C)N)cc1OC (stereo unspecified)	-6%[157 µM]
CCCCNC(=O)C1(C)CCN1C(=O)c1cccc2c1OCCO2 (stereo unspecified)	0%
C=CCNc1nc2cc(-c3ccc(C(=O)N4CCOCC4)cc3)sc2c(=O)n1C	2%
COc1ccc(-c2cnc3c(NC(C)=O)cc(-c4ccc(C(=O)N5CCOCC5)cc4)cn23)cc1OC	-2%
NC(=S)NN=Cc1ccc(OC(=O)COc2cc(Cl)c(Cl)cc2Cl)cn1	-13%
CC(NC(=O)C1CCCN1C(=O)c1cccs1)c1ccc(Cl)cc1Cl (stereo unspecified)	1%
CC(=O)Nc1cc(-c2ccc(C(=O)NC3CC3)cc2)cn2c(-c3cccc(C(C)=O)c3)cnc12	-5%
CCc1nc2c(OCc3ccc(Cl)cc3Cl)cccn2c1N(C)C(=O)CC(C)C	-2%
O=C(O)CCC(=O)c1ccc(C2CCCCCC2)cc1	-8%
CC1(C(=O)Nc2ccc3c(c2)OCCO3)CCN1Cc1csc2ccccc12 (stereo unspecified)	-5%
Cc1csc(=O)n1CCC(=O)OCC(=O)NCc1ccccc1	-3%
CS(=O)(=O)c1ccc(Nc2nc(C(N)c3ccccc3)cs2)cc1 (stereo unspecified)	0%
Oc1ccc(C[C@H]2CNC(=S)N2C[C@H]2CCCN2C[C@H](Cc2ccccc2)N2C[C@H](Cc3ccc(O)cc3)N(CCc3ccccc3)C2=S)cc1	-6%
CC1(C(=O)NC2CCc3ccccc32)CCN1CCc1ccccc1 (stereo unspecified)	1%
CC1=C(C(=O)N(C)C)CC(CC(=O)NC2CC2)C(=O)N1Cc1ccc(C(C)(C)C)cc1 (stereo unspecified)	-9%
Cc1cc2nc(-c3cccc(Cl)c3)c(Cc3cccc(Cl)c3)n2c(C)c1Br	0%
CCOC(=O)C1=C[C@@H](C(C)(C)C)N(S(=O)(=O)c2ccc(C)cc2)[C@H]1c1cccc(Cl)c1	1%

Three consecutive records from above, quoted:
SMILES	Tb PYK inh
CC(NC(=O)C1CCCN1C(=O)c1cccs1)c1ccc(Cl)cc1Cl (stereo unspecified)	1%
CC(=O)Nc1cc(-c2ccc(C(=O)NC3CC3)cc2)cn2c(-c3cccc(C(C)=O)c3)cnc12	-5%
CCc1nc2c(OCc3ccc(Cl)cc3Cl)cccn2c1N(C)C(=O)CC(C)C	-2%

Additional entries follow.
SMILES	Tb PYK inh
CC1(C(=O)NS(=O)(=O)c2ccc(Br)cc2)CCN1C(=O)Cc1ccsc1 (stereo unspecified)	-6%
COc1cccc(N2CCN(C(=O)c3cccc(S(=O)(=O)N4CCCC4)c3)CC2)c1	-2%
O=C(NCc1cccs1)c1ccc2nc([C@@H]3O[C@H](CO)[C@H](O)[C@H](O)[C@H]3O)[nH]c2c1	1%
COc1cc(/C=N/NC(=O)c2nnn(-c3nonc3N)c2C)ccc1OCc1ccc(Cl)cc1	-2%
CC(C)NC(=O)C1(C)CCCN1C/C=C/c1ccccc1 (stereo unspecified)	1%
C[C@H]1CN([C@@H](C)CO)S(=O)(=O)c2ccc(Br)cc2O[C@H]1CN(C)C(=O)Nc1ccccc1F	7%
CCc1ccc(C(O)c2ncc(-c3cccc(C(F)(F)F)c3)[nH]2)cc1 (stereo unspecified)	3%
O=c1[nH][nH]c2c1[C@H](c1ccc(Cl)cc1)O[C@H](CCc1ccccc1)C2	2%
CCCCCCN1C[C@@H](O)[C@H](n2cc(C3CC3)nn2)C[C@@H]1c1ccccc1	-8%
Cc1ccc(S(=O)(=O)NC(=O)C2(C)CCN2C(=O)C2CCCCC2)nc1 (stereo unspecified)	1%
C=C1C(=O)[C@]23C[C@H]1CCC2[C@]1(C)C(=O)CC[C@@](C)(C(=O)O)C1C[C@@H]3O (stereo partly specified)	6%
CC(=O)Nc1cc(-c2ccc(N)nc2)cn2c(-c3cccc(C(F)(F)F)c3)cnc12	-1%
CC(=O)O[C@H]1C[C@@H]2OC3C=C(C)CCC3(C)[C@@]1(C)[C@@]21CO1 (stereo partly specified)	-6%
COCCn1c(=O)c(-c2cc(F)cc(F)c2)nc2cnc(N3CCNCC3)nc21	-5%
CSc1ccccc1C(=O)OCC(=O)NC1CC1	2%
